Rab9 prom act: qHTS Assay for Rab9 Promoter Activators | actives 2.8% (n = 320,000) | Huh7 Rab9 promoter-luciferase reporter, luminescence, 24 h | Potency, µM (top dose mostly 9.22 µM), for the others: at the top dose activation, negative = inhibition, most hits filed as activators; further: potency means the concentration at half of the fitted maximal effect; % of control where 0% means no effect; nearly all actives have a fitted effect of over 60% in size
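Luminescence from Amplite-detected luciferase (10 minutes, ambient) reports Rab9 promoter activation. Before that, stable Rab9-luciferase Huh7 cells (1500/well, reduced-serum OP-MEM I plus 10% FBS) were exposed to compound for 24 hours at 37C.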
RORg inh: qHTS for inhibitors of ROR gamma transcriptional activity; Drosophila S2 Gal4-RORgamma UAS-luciferase reporter, 20 h; actives 5.4% (n = 310,000); Potency, µM (top dose mostly 53.6 µM), for inactives: top-dose activity change, negative = inhibition, most hits filed as inhibitors; Nuclear receptor ROR-gamma (Mus musculus), P51450; further: potency means the concentration at half of the fitted maximal effect; on the % scale 0 is the no-effect control and ±100 the full control effect; nearly all actives have a fitted effect of over 60% in size
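Drosophila S2 cells stably expressing Gal4-DBD/mouse RORγ fusion under metallothionein promoter plus UAS-luciferase; compound 1 h, then 700 uM CuSO4 induction for 20 h at ambient temperature; inhibition read as reduced luminescence.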
Menin-MLL TR inh: qHTS Assay for Inhibitors Targeting the Menin-MLL Interaction in MLL Related Leukemias: Competition With Texas Red Labeled MLL-derived Mutant Peptide. O00255. Menin + Texas Red MLL mutant peptide, fluorescence polarization. Potency, µM (titrated, usually from 61.6 µM), inactives show at the top dose FP activity change, negative = inhibition, hits mostly inhibitors. actives 0.23% (n = 270,000). AID 1768, 2009; active means well fitted inhibition curve with a large enough effect in the polarisation, with a control signal flat, not every such curve was filed as active; inconclusive means small, poorly fitted or top-dose-only effect, or effect the other way, or a change in a side signal; inactive means no such curve, though single readings can be large or run the other way; the % refers to the polarisation; further: potency means the concentration at half of the fitted maximal effect; % of control where 0% means no effect; many of its hits are not listed in these tables
KCNH2 3.1 block: qHTS for Inhibitors of KCHN2 3.1: Mutant qHTS; Potassium voltage-gated channel subfamily H member 2, brain isoform KCNH2 3.1 (human); actives 0.95% (n = 340,000); U2OS KCNH2 3.1, thallium flux FluxOr; hits give low values; activity change, % (tested at about 1.8 µM);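 active means maximum activity change below -70%; inconclusive means maximum activity change from -70% to -50%; inactive means maximum activity change above -50%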;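 further: thallium influx rate constant from kinetic fluorescence after stimulation buffer; on the % scale 0 is the no-effect control and ±100 the full control effect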
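Thallium flux read-out: FluxOr dye with Red40 quencher in HBSS/HEPES, 45 min at RT. Rate constants from kinetic reads were normalized to positive and negative DMSO controls. Cells: U2OS virally expressing the 3.1 isoform.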
FLuc modulator: qHTS profiling assay for firefly luciferase inhibitor/activator using purifed enzyme and Km concentrations of substrates (counterscreen for miR-21 project). purified FLuc, Km substrates, luminescence inhibition. Luciferin 4-monooxygenase (Photinus pyralis), P08659. Potency, µM (top dose mostly 57.5 µM), for the others: at the top dose activity change, negative = inhibition, most hits filed as inhibitors. actives 6.9% (n = 360,000);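 further: potency means the concentration at half of the fitted maximal effect; plate controls were vehicle for no effect and reference inhibitor for full effect; nearly all actives have a fitted effect of over 55% in size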
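Purified P. pyralis luciferase, 10 nM final, with Km-level 10 uM D-luciferin and 10 uM ATP in 50 mM Tris acetate pH 7.5, 10 mM Mg acetate, 0.01% Tween-20, 0.05% BSA; 6-point qHTS titration about 60 µM downward; luminescence read.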
Gal4-VP16 FLuc: VP16 counterscreen qHTS for inhibitors of ROR gamma transcriptional activity; actives 3.5% (n = 310,000); AID 2546, 2010; Drosophila S2 Gal4-VP16 UAS-luciferase, luminescence, 20 h; Potency, µM (series often up to 53.6 µM), for inactives: at the top dose activity, negative = inhibition, usual class: inhibitors;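 further: Gal4-VP16 expression switched on by copper sulfate through the metallothionein promoter; potency means the concentration at half of the fitted maximal effect; on the % scale 0 is the no-effect control and ±100 the full control effect; nearly all actives have a fitted effect of over 50% in size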
ELG1 repair inh: qHTS screen for small molecules that inhibit ELG1-dependent DNA repair in human embryonic kidney (HEK293T) cells expressing luciferase-tagged ELG1. AID 504467, 2011. HEK293T ELG1-luciferase reporter, luminescence, 16 h; DNA damage induced by 5-fluorouridine. Potency, µM (titrated, usually from 46.1 µM), without a hit: at the top dose activity change, negative = inhibition, most hits filed as inhibitors. actives 2.3% (n = 330,000); further: potency means the concentration at half of the fitted maximal effect; on the % scale 0 is the no-effect control and ±100 the full control effect; nearly all actives have a fitted effect of over 55% in size
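In this reporter screen, reduction of luminescence relative to DMSO vehicle indicated activity. Compounds and 5-fluorouridine were added together to 2,000 cells per well, incubated for 16 hr at 37 °C, then developed with ONE-Glo.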
NPC1 promoter act: qHTS Assay for NPC1 Promoter Activators; Huh7 NPC1 promoter luciferase reporter, 24 h; Potency, µM (doses to about 9.22 µM), for inactives: top-dose activation, hits mostly activators; actives 2.4% (n = 320,000);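 further: potency means the concentration at half of the fitted maximal effect; % of control where 0% means no effect; nearly all actives have a fitted effect of over 60% in size; reporter is driven by a mutant NPC1 promoter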
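Readout is luciferase luminescence, reflecting NPC1 promoter activation in stably transfected Huh7 cells after 24 h compound exposure at 37 °C in reduced-serum medium with 10% FBS.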
PKM2 act: qHTS Assay for Activators of Human Muscle isoform 2 Pyruvate Kinase; Pyruvate kinase PKM (Homo sapiens), P14618; purified PKM2, Kinase-Glo ATP luminescence, activation; response scale: 0% is enzyme alone, no compound; Potency, µM (doses to about 57.5 µM), for inactives: at the top dose activation, usual class: activators; actives 0.34% (n = 260,000); further: potency means the concentration at half of the fitted maximal effect; on the % scale 0 is the no-effect control and ±100 the full control effect; nearly all actives have a fitted effect of over 55% in size
Target sequence (P14618 whole entry, looked up, canonical isoform): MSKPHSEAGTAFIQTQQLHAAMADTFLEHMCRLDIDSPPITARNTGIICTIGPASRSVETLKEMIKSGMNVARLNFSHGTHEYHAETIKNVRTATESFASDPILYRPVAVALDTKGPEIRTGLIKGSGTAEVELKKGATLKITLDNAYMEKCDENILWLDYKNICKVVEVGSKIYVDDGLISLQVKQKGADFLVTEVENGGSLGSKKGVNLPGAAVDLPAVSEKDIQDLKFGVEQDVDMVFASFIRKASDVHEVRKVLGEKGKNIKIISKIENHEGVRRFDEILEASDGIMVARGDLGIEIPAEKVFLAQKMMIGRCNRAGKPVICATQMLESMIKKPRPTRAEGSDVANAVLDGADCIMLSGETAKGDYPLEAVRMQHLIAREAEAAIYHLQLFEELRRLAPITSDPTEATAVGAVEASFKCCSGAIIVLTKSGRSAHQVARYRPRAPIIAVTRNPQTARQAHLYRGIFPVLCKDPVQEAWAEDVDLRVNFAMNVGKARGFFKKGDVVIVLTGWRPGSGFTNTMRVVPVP
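Purified hPK-M2 (>95% pure) converted ADP (0.1 mM final) to ATP with 0.5 mM PEP in 50 mM imidazole pH7.2, KCl, MgCl2, Tween 20, BSA; 1 h at room temperature. ATP detected by Kinase-Glo luminescence.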
MBNL1-CUG inh: qHTS Assay for Inhibitors of MBNL1-poly(CUG) RNA binding; Muscleblind-like protein 1 (Homo sapiens), Q9NR56; TR-FRET MBNL1-His/biotin-(CUG)12 binding, 665/545 ratio; Potency, µM (top dose mostly 57.5 µM), for the others: at the top dose activity change, negative = inhibition, actives largely listed as inhibitors; actives 0.036% (n = 280,000); AID 2675, 2010; active means well fitted inhibition curve with a large enough effect in the signal ratio, with a control signal flat, not every such curve was filed as active; inconclusive means small, poorly fitted or top-dose-only effect, or effect the other way, or a change in a side signal; inactive means no such curve, though single readings can be large or run the other way; the % refers to the signal ratio; further: potency means the concentration at half of the fitted maximal effect; on the % scale 0 is the no-effect control and ±100 the full control effect
Target sequence (Q9NR56 whole entry, looked up): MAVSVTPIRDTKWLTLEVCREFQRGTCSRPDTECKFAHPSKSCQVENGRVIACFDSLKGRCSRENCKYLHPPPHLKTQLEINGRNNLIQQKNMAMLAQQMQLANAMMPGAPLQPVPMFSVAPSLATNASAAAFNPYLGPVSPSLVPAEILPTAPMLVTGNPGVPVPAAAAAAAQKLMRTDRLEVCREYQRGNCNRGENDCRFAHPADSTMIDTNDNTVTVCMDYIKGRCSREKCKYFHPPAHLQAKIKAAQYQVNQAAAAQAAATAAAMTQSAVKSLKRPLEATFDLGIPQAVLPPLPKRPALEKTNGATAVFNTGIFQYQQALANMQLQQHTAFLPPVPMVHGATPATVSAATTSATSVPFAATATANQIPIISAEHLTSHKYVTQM
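Inhibition of protein-RNA binding appears as loss of TR-FRET between terbium anti-His antibody on MBNL1-His and streptavidin-XL665 on biotin-(CUG)12. Activity is normalized to buffer-only and uninhibited-complex controls.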
Mito fusion yeast: qHTS Assay for Small Molecule Inhibitors of Mitochondrial Division or Activators of Mitochondrial Fusion; S. cerevisiae fusion-defective mutant growth rescue, CellTiterGlo 48 h; Potency, µM (highest dose often 46.1 µM), for the others: top-dose growth rescue (activation), usual class: activators; actives 0.23% (n = 320,000); AID 485298, 2010;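 further: potency means the concentration at half of the fitted maximal effect; % of control where 0% means no effect; nearly all actives have a fitted effect of over 45% in size; temperature-sensitive fusion mutants such as fzo1-1 at 37 °C on non-fermentable ethanol glycerol medium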
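Compounds are tested for their ability to restore growth of mitochondrial fusion-defective yeast strains at non-permissive 37C in YPEG medium over 48 hours. Viability is quantified by luciferase luminescence.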
Numbers without * were called inactive; & = joins results of further samples; [ ] = dose if it differs, or a comment. Unless noted, the call rests on the fitted dose curve; in most records, active means well fitted curve in the direction sought with a large enough effect; inconclusive means small, poorly fitted or top-dose-only effect, or another doubt; inactive means no such curve, though single readings can be large; an effect the other way counts as inactive or inconclusive. This is a subset, so the mix of outcomes need not match the whole.

For COc1ccc(-c2nc(N)n(C(=O)c3ccccc3Cl)n2)cc1 the results were Rab9 prom act -3%, RORg inh -10%, Menin-MLL TR inh 12%, KCNH2 3.1 block 2, FLuc modulator -2%, Gal4-VP16 FLuc -5%, ELG1 repair inh 1%, NPC1 promoter act -4%, PKM2 act 3% and Mito fusion yeast -2%.
For O=c1c(Cc2ccccc2)c(O)nc2n1CCS2 the results were Rab9 prom act -7%, RORg inh 0%, Menin-MLL TR inh -7%, KCNH2 3.1 block 0, FLuc modulator 6%, Gal4-VP16 FLuc 6%, ELG1 repair inh 4%, NPC1 promoter act 0%, PKM2 act -6%, MBNL1-CUG inh -9% and Mito fusion yeast 3%.
For COc1cc(C(F)(F)F)c(C(=O)NCc2cccc(Cl)c2)cn1 the results were Rab9 prom act -1%, RORg inh 4%, KCNH2 3.1 block -15, FLuc modulator -2%, Gal4-VP16 FLuc -5%, ELG1 repair inh -15%, NPC1 promoter act 0%, PKM2 act -1%, MBNL1-CUG inh -4% and Mito fusion yeast -1%.
`CCC(C)(C)n1nnnc1C(C(C)C)N1CCC(C(N)=O)CC1` (stereo not given) gave Rab9 prom act 10%, RORg inh -3%, Menin-MLL TR inh -1%, KCNH2 3.1 block 21, FLuc modulator 1%, Gal4-VP16 FLuc 10%, ELG1 repair inh -5%, NPC1 promoter act 0%, PKM2 act 0%, MBNL1-CUG inh 1% and Mito fusion yeast 1%.
O=C(Cn1ncn2c(cc3ccccc32)c1=O)NCCc1cccs1 was read as Rab9 prom act 0%, RORg inh -1%, KCNH2 3.1 block 7, FLuc modulator 4%, Gal4-VP16 FLuc -3%, ELG1 repair inh 20%, NPC1 promoter act 2%, MBNL1-CUG inh 4% and Mito fusion yeast 4%.
For CCC(C)C(NC(=O)c1ccccc1NC(=O)c1ccc(C)cc1)C(=O)O (stereo not given) the results were Rab9 prom act -6%, RORg inh 18%, Menin-MLL TR inh 4%, KCNH2 3.1 block -19, FLuc modulator inconclusive, Gal4-VP16 FLuc 4%, ELG1 repair inh inconclusive, NPC1 promoter act 18%, PKM2 act 0%, MBNL1-CUG inh 2% and Mito fusion yeast 11%.
`COc1ccc(C(=O)NNC(=O)COc2ccc(Cl)cc2)c(OC)c1` gave Rab9 prom act -1%, RORg inh -34%, Menin-MLL TR inh 19%, KCNH2 3.1 block -2, FLuc modulator -16%, Gal4-VP16 FLuc -3%, ELG1 repair inh 12%, NPC1 promoter act -2%, PKM2 act 0%, MBNL1-CUG inh 2% and Mito fusion yeast 2%.
Screening CCSC(=O)NC12CC3CC(CC(C3)C1)C2 returned RORg inh -29%, Menin-MLL TR inh 0%, KCNH2 3.1 block 8, FLuc modulator -3%, Gal4-VP16 FLuc 17%, PKM2 act -3%, MBNL1-CUG inh 0% and Mito fusion yeast 3%.
Screening O=C(NCCCn1ccnc1)C1CC(c2ccccc2Cl)=NO1 (stereo not given) returned Rab9 prom act -1%, RORg inh 23%, KCNH2 3.1 block -2, FLuc modulator -2%, Gal4-VP16 FLuc 4%, ELG1 repair inh 2%, NPC1 promoter act 0%, PKM2 act 0%, MBNL1-CUG inh 2% and Mito fusion yeast -2%.
Screening CCc1nnc(NC(=O)CSc2nnc(Cc3cc(=O)[nH]c(=O)[nH]3)n2-c2ccc(OC)cc2)s1 returned Rab9 prom act -3%, RORg inh 11%, Menin-MLL TR inh -15%, KCNH2 3.1 block 5, FLuc modulator 6%, Gal4-VP16 FLuc -6%, ELG1 repair inh 2%, NPC1 promoter act 1%, PKM2 act 0%, MBNL1-CUG inh -8% and Mito fusion yeast -2%.
CCCCCCN(C(=O)CCCCCN1C(=O)NC(c2cccc([N+](=O)[O-])c2)C(C(=O)OCc2ccccc2)=C1C)C(C(=O)NCCCC)c1ccc(OCC(=O)OC)c(C(=O)OC)c1 (stereo not given) was read as Rab9 prom act -4%, RORg inh 22%&42%, Menin-MLL TR inh inconclusive, FLuc modulator -1%, Gal4-VP16 FLuc -4%&2%, ELG1 repair inh 0%, NPC1 promoter act -5%, PKM2 act -1%&-1%, MBNL1-CUG inh -7% and Mito fusion yeast -12%.
For O=C(NCC(c1ccco1)N1CCc2ccccc2C1)c1ccc(Cl)cc1 (stereo not given) the results were Rab9 prom act -7%, KCNH2 3.1 block -9, FLuc modulator 1%, ELG1 repair inh 7%, NPC1 promoter act -3% and Mito fusion yeast 6%.
Screening O=C(Cn1ccccc1=O)c1cccs1 returned Rab9 prom act -5%, RORg inh 20%, Menin-MLL TR inh 3%, KCNH2 3.1 block -6, FLuc modulator 5%, Gal4-VP16 FLuc -1%, ELG1 repair inh 6%, NPC1 promoter act -4%, PKM2 act -7%, MBNL1-CUG inh -6% and Mito fusion yeast 3%.
`Cc1ccc(-n2c(C(C)n3nc(C)c([N+](=O)[O-])c3C)n[nH]c2=S)cc1` (stereo not given) gave Rab9 prom act 0%, RORg inh 39%, Menin-MLL TR inh -7%, KCNH2 3.1 block 24, FLuc modulator -9%, Gal4-VP16 FLuc -11%, ELG1 repair inh -9%, NPC1 promoter act 0%, PKM2 act 11%, MBNL1-CUG inh -7% and Mito fusion yeast 0%.
`CC(=O)c1c[nH]c2ccc(C)cc2c1=O` gave Rab9 prom act -10%, RORg inh -6%, Menin-MLL TR inh -20%, KCNH2 3.1 block -2, FLuc modulator -4%, Gal4-VP16 FLuc -3%, ELG1 repair inh 1%, NPC1 promoter act -3%, PKM2 act 8%, MBNL1-CUG inh 1% and Mito fusion yeast -1%.
`CCOc1ccc(NC(=O)c2ccccc2NC(=O)c2cccnc2)cc1` gave Rab9 prom act -1%, RORg inh 2%, Menin-MLL TR inh 10%, KCNH2 3.1 block -1, FLuc modulator -12%, Gal4-VP16 FLuc 10%, ELG1 repair inh -8%, NPC1 promoter act -3%, PKM2 act 1%, MBNL1-CUG inh -3% and Mito fusion yeast 7%.
For Cc1ccc(C(=O)NCCCNC(=O)Cc2ccccc2)cn1 the results were Rab9 prom act 5%, RORg inh 0%, Menin-MLL TR inh 1%, KCNH2 3.1 block 6, FLuc modulator 0%, Gal4-VP16 FLuc -2%, ELG1 repair inh 8%, NPC1 promoter act -3%, PKM2 act -2%, MBNL1-CUG inh -2% and Mito fusion yeast 6%.
`O=C(Cc1csc(NC(=O)Nc2cccc(Cl)c2)n1)NCc1ccccn1` gave Rab9 prom act inconclusive, KCNH2 3.1 block 0, FLuc modulator 2.7µM*, ELG1 repair inh 19%, NPC1 promoter act 22% and Mito fusion yeast -9%.
Cc1nnc2ccc(-c3cccc(NC(=O)c4ccco4)c3)nn12 was read as Rab9 prom act 0%, RORg inh -40%, Menin-MLL TR inh -11%, KCNH2 3.1 block -7, FLuc modulator -13%, Gal4-VP16 FLuc -9%, ELG1 repair inh inconclusive, NPC1 promoter act -1%, PKM2 act -12%, MBNL1-CUG inh inconclusive and Mito fusion yeast inconclusive.
COCCNC(=S)N1CCN(C(=O)C(=O)Nc2ccc(C(=O)OC)cc2)CC1 was read as Rab9 prom act 0%, RORg inh 1%, Menin-MLL TR inh 15%, KCNH2 3.1 block -1, FLuc modulator -1%, Gal4-VP16 FLuc 0%, ELG1 repair inh 11%, NPC1 promoter act -1%, PKM2 act -3%, MBNL1-CUG inh inconclusive and Mito fusion yeast -5%.
Cc1sc2nc[nH]c(=O)c2c1-c1ccc(Cl)cc1 was read as Rab9 prom act -4%, RORg inh 39%, Menin-MLL TR inh -10%, KCNH2 3.1 block 5, FLuc modulator 0%, Gal4-VP16 FLuc -8%, ELG1 repair inh -9%, NPC1 promoter act 0%, PKM2 act -13%, MBNL1-CUG inh 58%[activator] and Mito fusion yeast 7%.
`O=C(CCc1nc(-c2ccccc2F)no1)NCCN1CCN(Cc2ccccc2)CC1` gave Rab9 prom act -7%, RORg inh 40%, Menin-MLL TR inh -6%, KCNH2 3.1 block -4, FLuc modulator 0%, Gal4-VP16 FLuc -16%, ELG1 repair inh inconclusive, NPC1 promoter act 2%, PKM2 act -2%, MBNL1-CUG inh -1% and Mito fusion yeast -7%.

Screens deposited in PubChem by National Center for Advancing Translational Sciences (NCATS).
